AHR activator: activators of human aryl hydrocarbon receptor; AHR-responsive luciferase reporter cells, luminescence; activation, % at 5 µM; 320,000 compounds, 2.5% hits; AID 2796; in the data active = activation above about 47%;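 also: 0% = vehicle wells and 100% = reference agonist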
Target sequence (P35869 whole entry, looked up): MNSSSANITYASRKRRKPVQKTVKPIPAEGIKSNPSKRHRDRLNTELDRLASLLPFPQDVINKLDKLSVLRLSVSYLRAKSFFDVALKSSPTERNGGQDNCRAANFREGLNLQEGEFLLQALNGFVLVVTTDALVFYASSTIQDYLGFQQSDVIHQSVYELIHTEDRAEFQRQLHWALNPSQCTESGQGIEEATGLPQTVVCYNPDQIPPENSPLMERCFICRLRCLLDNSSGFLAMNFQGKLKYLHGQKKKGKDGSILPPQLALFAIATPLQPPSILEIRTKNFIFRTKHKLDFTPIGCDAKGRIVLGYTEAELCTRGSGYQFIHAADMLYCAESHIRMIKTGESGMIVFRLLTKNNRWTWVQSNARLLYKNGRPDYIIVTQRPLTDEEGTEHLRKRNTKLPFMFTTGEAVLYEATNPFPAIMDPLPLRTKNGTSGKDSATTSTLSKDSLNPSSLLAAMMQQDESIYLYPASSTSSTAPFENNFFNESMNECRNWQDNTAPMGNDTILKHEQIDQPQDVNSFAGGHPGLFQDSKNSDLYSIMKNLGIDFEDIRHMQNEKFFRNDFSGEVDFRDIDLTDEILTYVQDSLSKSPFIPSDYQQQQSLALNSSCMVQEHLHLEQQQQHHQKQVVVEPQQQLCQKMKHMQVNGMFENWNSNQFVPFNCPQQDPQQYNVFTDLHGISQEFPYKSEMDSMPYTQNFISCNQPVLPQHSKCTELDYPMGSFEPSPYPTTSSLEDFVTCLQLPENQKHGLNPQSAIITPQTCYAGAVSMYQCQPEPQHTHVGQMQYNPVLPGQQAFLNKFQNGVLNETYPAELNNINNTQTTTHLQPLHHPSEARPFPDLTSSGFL
CTSL1 counter: counter-screen for PFM18AAP inhibitors: inhibitors of F. hepatica cathepsin L1; recombinant F. hepatica cathepsin L1, Z-Leu-Arg-MCA fluorescence; inhibition, % at 5.96 µM; 300,000 compounds, 0.49% hits; AID 1906;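 active = inhibition above the mean of all tested compounds plus 3 SD, set per screening campaign, cut at about 17% in these data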;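 also: 0% = plate median of test compound wells and 100% = 1 µM Z-Phe-Ala-diazomethylketone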
PP1 inh: blocks human PP1-alpha phosphatase, a PP5 counter-screen | 320,000 compounds, 0.9% hits | AID 2235 | purified PP1alpha, OMFP fluorescence | inhibition, % at 6.7 µM | P62136;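 active = inhibition above the mean inhibition of all tested compounds plus 3 SD, computed separately for each screening campaign, cut at about 15% in these data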
proCasp7 act: counter-screen for procaspase-3 activators: activators of human procaspase-7; P55210; recombinant procaspase-7, Ac-DEVD-pNA absorbance 405 nm; D23A/D198A/D206A triple mutant, cannot self-cleave; scale: DMSO 0, 5 µM enzyme 100; activation, % at 8.5 µM; 330,000 compounds, 0.093% hits;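 active = percent activation above the screen-wide mean plus 3 SD, cut at about 25% in these data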
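buffer or medium = Zinc-free HEPES/NaCl buffer, pH 7.4 | material = Procaspase-7 triple mutant (PC-7 D3A) | input = 2 µM procaspase-7 mutant as dispensed | signal = Epi-absorbance of released pNA at 405 nm, two timepoints | timing = 1 h preincubation, 2 h reaction | replicates = singlicate compound testing | evaluation = % activation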
TPT1 inhibitor: C. albicans TPT1 enzyme inhibition; 300,000 compounds, 0.81% hits; recombinant caTPT1, FP RNA substrate dephosphorylation; AID 1962; inhibition, % at 5 µM;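 active = inhibition above the mean of all tested compounds plus 3 SD, set per screening campaign, cut at about 24% in these data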;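 also: plate controls were DMSO alone for no effect and ferristatin control at 100 nM for full effect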
PP5 inh: blocks human protein phosphatase 5 activity; purified PP5c, OMFP substrate fluorescence; 320,000 compounds, 0.18% hits; P53041; inhibition, % at 6.7 µM;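 active = inhibition above the campaign's mean inhibition across all tested compounds plus 3 SD, cut at about 9.5% in these data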;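 also: 0% = DMSO only and 100% = 100 µM cantharidin control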
proCasp3 act: procaspase-3 (human) activation; 330,000 compounds, 0.11% hits; P42574; recombinant procaspase-3 D3A, Ac-DEVD-pNA absorbance 405 nm; AID 463141; activation, % at 8.5 µM;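 active = activation above the mean of all tested compounds plus 3 SD, cut at about 21% in these data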;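 also: 0% = DMSO alone and 100% = DMSO wells spiked with extra 5 µM PC-3 D3A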
Target sequence (P42574 whole entry D9A/D28A/D175A): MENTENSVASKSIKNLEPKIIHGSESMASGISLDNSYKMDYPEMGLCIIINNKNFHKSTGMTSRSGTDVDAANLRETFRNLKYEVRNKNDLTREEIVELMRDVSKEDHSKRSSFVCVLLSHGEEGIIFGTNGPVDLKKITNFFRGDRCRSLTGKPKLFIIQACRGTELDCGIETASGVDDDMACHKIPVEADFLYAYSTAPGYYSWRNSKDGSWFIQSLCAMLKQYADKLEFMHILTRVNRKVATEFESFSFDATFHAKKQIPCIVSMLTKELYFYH
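Technique: 405 nm absorbance of p-nitroaniline, reads at 0 and 120 min; Test system: Procaspase-3 D3A mutant; Incubation: 1 h enzyme-compound preincubation, then 2 h substrate reaction, 25 °C; Repeats: singlicate, each compound tested once; Benchmarks: low control DMSO wells, high control DMSO plus 5 µM PC-3 D3A.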
PAFAH2 inh: inhibitors of human PAFAH2. recombinant PAFAH2, FP-rhodamine activity probe, fluorescence polarization. Q99487. AID 492956. 340,000 compounds, 0.99% hits. inhibition, % at 3.39 µM;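 active = inhibition above the mean over all tested compounds plus 3 SD, cut at about 30% in these data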;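 also: inhibitors block probe labeling of enzyme so polarization drops; 0% = enzyme with DMSO and 100% = wells lacking PAFAH2 protein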
HCV core dimer: blocks dimerization of HCV core protein | TR-FRET GST/Flag-core106 dimerization, 1536-well | inhibition, % at 5 µM | 300,000 compounds, 0.33% hits | AID 1899;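 active = inhibition above the mean of all tested compounds plus 3 SD, set per screening campaign, cut at about 45% in these data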
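System: GST/Flag-tagged HCV core106 proteins. Incubation: compound-protein-antibody incubation 4 h at 22.5 °C. Technique: HTRF with 340 nm excitation, 617/671 nm emission. Medium: KF-containing HEPES buffer, pH 7.45, DTT, CHAPS, BSA. Read-out: inhibition (%) from 671 over 617 nm ratio. Also added: Eu(K)-anti-GST 90 ng/mL plus XL665-anti-Flag 1 µg/mL.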
* = called active by the depositor; . = no result given.

(1) CCc1ccc(C2c3[nH]c4ccccc4c3CCN2C(=O)c2cc(C)nn2C)cc1 (stereo unspecified)
(2) CCOc1ccc(S(=O)(=O)Nc2nc3ccccc3nc2-n2ccc(=NC(=O)c3cccs3)cc2)cc1
(3) CN(C)c1ccc(S(=O)(=O)N(C)C)cc1[N+](=O)[O-]
(4) Cc1cccc(C(=O)Nc2nnc(SCC(=O)Nc3ccc4c(c3)oc3ccccc34)s2)c1
(5) Cc1ccc(O)c(C(=O)CC(=O)c2ccccc2Cl)c1
(6) CCc1nnc(NC(=O)CCC(=O)N2CCN(c3cc(Cl)ccc3C)CC2)s1
(7) O=C(CSc1nnc2ccccn12)NNC(=O)c1ccccc1F
(8) COc1cccc2cc(-c3csc(NC(=O)CCC(=O)NCCCN4CCC(C)CC4)n3)c(=O)oc12
assay / entry | 1 | 2 | 3 | 4 | 5 | 6 | 7 | 8
PP5 inh | 4.2 | -6.2 | -3.9 | 2.9 | 0.2 | 1.4 | . | -0.1
PP1 inh | -1 | -4 | -13 | 0 | 2 | 1 | . | 1
proCasp7 act | 0 | -9 | 0 | -15 | -63 | -1 | -6 | -1
AHR activator | 18 | -1 | 6 | 15 | 6 | 1 | 1 | -1
CTSL1 counter | -3 | 2 | 0 | -3 | -5 | 5 | . | -1
TPT1 inhibitor | 3 | 2 | 2 | 1 | 1 | -1 | . | -2
proCasp3 act | 5 | -5 | -7 | -8 | -27 | -1 | 7 | 7
HCV core dimer | 12 | -19 | -1 | 10 | 6 | 11 | . | -2
PAFAH2 inh | 9 | -10 | -3 | -8 | 8 | 2 | 4 | 4

(9) Cc1cn(-c2ccccc2)c(C)c1/C=N\Nc1nc(N2CCOCC2)nc(N2CCOCC2)n1
(10) CCCCNc1c(-c2cccc(Sc3ccc(OC)cc3)c2)nc2ccccn12
(11) N#Cc1cccc(N=Cc2c(O)ccc3ccccc23)c1
(12) CSc1ccc(S(=O)(=O)N2CCC(C(=O)NCC3CCCO3)CC2)cc1 (stereo unspecified)
(13) O=C(NCCc1ccccc1)C1CCC(CNS(=O)(=O)c2ccccc2)CC1 (stereo unspecified)
(14) COc1cc(C(=O)c2nccc3cc(OC)c(OC)cc23)c([N+](=O)[O-])cc1OC
(15) Cc1ccc(S(=O)(=O)NCC(=O)N(CC(=O)NCc2ccccc2)CC2CCCO2)cc1 (stereo unspecified)
(16) CN(CC(=O)Nc1ccc(F)cc1)C(=O)Cn1cnc2ccc(Cl)cc2c1=O
assay / entry | 9 | 10 | 11 | 12 | 13 | 14 | 15 | 16
PP5 inh | 1.6 | . | 0.3 | 2.0 | 2.7 | 5.7 | -2.6 | -0.1
PP1 inh | -1 | . | -4 | 4 | 16* | 1 | 8 | -1
proCasp7 act | 11 | 10 | -2 | -3 | 10 | 2 | 4 | 2
AHR activator | 15 | 4 | 16 | -1 | 6 | 3 | -2 | -1
CTSL1 counter | 2 | . | 5 | -1 | -3 | 42* | 4 | .
TPT1 inhibitor | 1 | . | -3 | -2 | 0 | 1 | 3 | .
proCasp3 act | 2 | 2 | 0 | 0 | 13 | -1 | 15 | 2
HCV core dimer | 12 | . | 3 | -16 | -2 | -1 | -2 | .
PAFAH2 inh | 7 | 9 | -11 | -1 | -4 | 2 | 14 | 1

(17) CN(C)c1ccc(/C=N/Nc2cccc(C(=O)O)c2)cc1
(18) Cc1ccc(NC(=O)CSc2nc3ccccc3c(=O)n2CCCC(=O)NCC2CCCO2)cc1 (stereo unspecified)
(19) C=CCOc1ccc(CN(C)CC(=O)Nc2ccc3c(c2)CCC3)cc1
(20) O=C(NCc1ccccn1)c1ccc2ccccc2n1
(21) COc1ccc(C(=O)Nc2c(N)nc[nH]c2=O)cc1
(22) CSc1nnc(C2CCN(CC(=O)Nc3ccccc3N3CCOCC3)CC2)n1C(C)C
(23) COc1cccc(C2NC(=O)N(CCCC(=O)O)C(C)=C2C(=O)OCc2ccccc2)c1 (stereo unspecified)
(24) COC(=O)c1c(C)oc(C)c1S(=O)(=O)NCc1cccs1
assay / entry | 17 | 18 | 19 | 20 | 21 | 22 | 23 | 24
PP5 inh | -3.3 | -2.6 | 2.8 | 0.4 | -0.4 | -0.2 | 0.9 | 3.4
PP1 inh | 0 | -2 | -2 | 0 | -4 | 0 | 3 | -3
proCasp7 act | 6 | 6 | 6 | -3 | 12 | 10 | -1 | -3
AHR activator | -1 | 0 | 3 | 91* | -2 | -3 | 2 | 1
CTSL1 counter | 0 | -1 | 0 | -2 | -2 | 4 | -3 | 0
TPT1 inhibitor | 5 | 2 | -4 | -1 | 1 | -4 | 1 | -1
proCasp3 act | 7 | 6 | -1 | 0 | -11 | -2 | 2 | 5
HCV core dimer | -46 | 3 | 5 | -4 | 3 | 7 | -13 | -6
PAFAH2 inh | 20 | 6 | 4 | 9 | 4 | 6 | . | -10

(25) Cc1ccc(C(=O)COC(=O)CCNS(=O)(=O)c2ccccc2F)cc1
(26) CC(C)Oc1cccc(C(=O)C2CCCN(C(=O)c3ccc4c(c3)OCO4)C2)c1 (stereo unspecified)
(27) C#CCOc1ccc(/C=C2/C(=O)NN(c3ccccc3)C2=O)cc1OC
(28) Cc1c(C(=O)NCCCN2CCOCC2)sc2nc(-c3ccccc3)cn12
(29) COc1ccc(CNC(=O)CSc2nc(SC)ns2)cc1
(30) Cc1csc2ncnc(N3CCN(C(=S)Nc4ccc(C(F)(F)F)cc4)CC3)c12
(31) COc1ccc(-c2[nH]ncc2Oc2ccccc2OC)c(O)c1
(32) CCOC(=O)c1c(C)[nH]c(C)c1S(=O)(=O)N(C)CC(=O)N(C)Cc1ccccc1
assay / entry | 25 | 26 | 27 | 28 | 29 | 30 | 31 | 32
PP5 inh | . | 1.0 | 0.4 | 0.7 | 1.0 | 5.1 | 2.1 | -0.9
PP1 inh | . | 0 | 0 | 4 | -5 | -3 | 4 | -4
proCasp7 act | 6 | 13 | -5 | -4 | -1 | -5 | 4 | 8
AHR activator | 10 | 8 | 3 | 39 | 20 | 3 | 22 | 7
CTSL1 counter | . | -2 | 0 | -3 | -3 | 7 | -2 | 5
TPT1 inhibitor | . | -1 | 0 | 3 | -3 | 0 | 2 | -1
proCasp3 act | 6 | 5 | 2 | -3 | -8 | -4 | 3 | -2
HCV core dimer | . | 7 | 2 | -12 | 4 | -7 | 1 | -4
PAFAH2 inh | 1 | 5 | 6 | . | 3 | . | -8 | 3

Structures listed above marked active in AHR activator.
nr | Molecule | PP5 inh | AHR activator | TPT1 inhibitor | proCasp3 act | HCV core dimer | PAFAH2 inh
20 | O=C(NCc1ccccn1)c1ccc2ccccc2n1 | 0.4 | 91* | -1 | 0 | -4 | 9

Later entries
(33) O=C(NNC(=O)c1ccc(SCC2CCCO2)c([N+](=O)[O-])c1)c1ccc(F)cc1 (stereo unspecified)
(34) COc1ccccc1-c1ccc(=O)n(CC(=O)NC(C)(C)C)n1
(35) Cc1cc(C)c2cc(CN(Cc3cccs3)Cc3nnnn3CC3CCCO3)c(=O)[nH]c2c1 (stereo unspecified)
(36) Cc1nn(-c2ccccc2)c(Cl)c1/C=N/Nc1ccc(S(=O)(=O)Nc2ccccc2C(=O)O)cc1[N+](=O)[O-]
(37) CCCn1c(CN2CCN(C(=O)c3ccco3)CC2)nc2c1c(=O)n(C)c(=O)n2C
(38) COc1cc(Br)c(Br)c(Br)c1N
(39) O=C(COC(=O)[C@H](Cc1c[nH]c2ccccc12)NC(=O)c1cccs1)NCc1ccccc1
(40) COc1ccccc1C(c1nnnn1C(C)(C)C)N1CCN(C(=O)c2ccco2)CC1 (stereo unspecified)
assay / entry | 33 | 34 | 35 | 36 | 37 | 38 | 39 | 40
PP5 inh | 0.4 | -0.3 | 0.5 | 3.3 | 2.9 | -0.4 | 3.1 | -1.8
PP1 inh | 4 | -1 | -6 | 20* | 2 | -3 | -2 | 1
proCasp7 act | -11 | 4 | -8 | -10 | -1 | 4 | 7 | 5
AHR activator | 5 | 3 | 12 | 0 | -2 | -1 | 22 | 2
CTSL1 counter | -7 | -3 | 1 | 5 | -1 | 2 | -13 | 3
TPT1 inhibitor | -1 | 2 | 1 | 2 | 0 | -1 | 0 | -9
proCasp3 act | -1 | 2 | -2 | 7 | -4 | -1 | 2 | -4
HCV core dimer | 3 | -2 | 8 | 19 | -11 | -1 | 7 | 4
PAFAH2 inh | 8 | -3 | 2 | 26 | -5 | 1 | -4 | -1

Some of these compounds in order of their number in PAFAH2 inh, ascending:
entry	Compound	PAFAH2 inh
39	O=C(COC(=O)[C@H](Cc1c[nH]c2ccccc12)NC(=O)c1cccs1)NCc1ccccc1	-4
34	COc1ccccc1-c1ccc(=O)n(CC(=O)NC(C)(C)C)n1	-3
33	O=C(NNC(=O)c1ccc(SCC2CCCO2)c([N+](=O)[O-])c1)c1ccc(F)cc1 (stereo unspecified)	8

(cont.)
(41) COCC(=O)N1CCC(Oc2ccc(C(=O)NC(C)c3nccs3)cc2)CC1 (stereo unspecified)
(42) CN(C)C(CNC(=O)c1cccc(S(=O)(=O)N(C)C)c1)c1ccccc1 (stereo unspecified)
(43) Cc1ccc(S(=O)(=O)N2c3ccccc3-c3c(ssc3=S)C2(C)C)cc1
(44) Cc1ccc(C2CC(c3ccccc3)=NN2C(=O)CSc2nnc(-c3ccncc3)n2C)o1 (stereo unspecified)
(45) NS(=O)(=O)c1ccc(CCNC(=O)c2ccc(S(=O)(=O)N3CCCCC3)cc2)cc1
(46) COc1cc(Cl)c(C)cc1NC(=O)COC(=O)c1cc(SC)ccc1Cl
(47) COCc1ccc(C(=O)Nc2ccccc2C(=O)NCc2cccnc2)cc1
(48) CC(=O)C1=C(O)C(=O)OC1c1ccc(C)cc1 (stereo unspecified)
(49) COc1ccc2oc(=O)c(C(=O)N3CCN(C(=O)c4ccccc4)CC3)cc2c1
(50) O=C(c1cc(-c2ccccc2Cl)nc2ccc(Br)cc12)N1CCN(c2ccccn2)CC1
(51) O=C(O)CC1(CC(=O)N2CCC(C(=O)O)CC2)CCCC1
assay / entry | 41 | 42 | 43 | 44 | 45 | 46 | 47 | 48 | 49 | 50 | 51
PP5 inh | 1.5 | -6.1 | 0.8 | -9.1 | 0.6 | 1.8 | -0.7 | 1.7 | 2.6 | -1.4 | -0.6
PP1 inh | 1 | 5 | 0 | -2 | 1 | 4 | 3 | -6 | 3 | 8 | 0
proCasp7 act | 5 | -4 | -11 | -14 | 1 | -1 | 0 | 0 | 11 | -10 | -1
AHR activator | -5 | 5 | 0 | 7 | 2 | -1 | 3 | -1 | 2 | 30 | 0
CTSL1 counter | 1 | 7 | -1 | 6 | -2 | 0 | 0 | 5 | -2 | -4 | 3
TPT1 inhibitor | 0 | -3 | 1 | 1 | 3 | -1 | 0 | -7 | -1 | 1 | -2
proCasp3 act | 4 | -2 | -9 | -3 | -3 | -2 | -6 | 1 | 5 | 8 | 13
HCV core dimer | 5 | 1 | 8 | -8 | 4 | -4 | 3 | -4 | 2 | 0 | 5
PAFAH2 inh | 2 | 3 | 6 | -5 | 2 | -6 | -5 | -1 | -7 | -4 | -3

Screens deposited in PubChem BioAssay by The Scripps Research Institute Molecular Screening Center.
